# Source: PubChem (National Center for Advancing Translational Sciences (NCATS))
# Pol eta inh = DNA polymerase eta (human) inhibition | hit rate 1.2% among 390,000 | recombinant Pol eta, fluorescent DNA replication assay | Potency, µM (series often up to 114 µM), for inactives: top-dose activity change, negative = inhibition, actives largely listed as inhibitors; further: potency means the concentration at half of the fitted maximal effect; on the % scale 0 is the no-effect control and ±100 the full control effect
# Target sequence (Q9Y253 whole entry, looked up): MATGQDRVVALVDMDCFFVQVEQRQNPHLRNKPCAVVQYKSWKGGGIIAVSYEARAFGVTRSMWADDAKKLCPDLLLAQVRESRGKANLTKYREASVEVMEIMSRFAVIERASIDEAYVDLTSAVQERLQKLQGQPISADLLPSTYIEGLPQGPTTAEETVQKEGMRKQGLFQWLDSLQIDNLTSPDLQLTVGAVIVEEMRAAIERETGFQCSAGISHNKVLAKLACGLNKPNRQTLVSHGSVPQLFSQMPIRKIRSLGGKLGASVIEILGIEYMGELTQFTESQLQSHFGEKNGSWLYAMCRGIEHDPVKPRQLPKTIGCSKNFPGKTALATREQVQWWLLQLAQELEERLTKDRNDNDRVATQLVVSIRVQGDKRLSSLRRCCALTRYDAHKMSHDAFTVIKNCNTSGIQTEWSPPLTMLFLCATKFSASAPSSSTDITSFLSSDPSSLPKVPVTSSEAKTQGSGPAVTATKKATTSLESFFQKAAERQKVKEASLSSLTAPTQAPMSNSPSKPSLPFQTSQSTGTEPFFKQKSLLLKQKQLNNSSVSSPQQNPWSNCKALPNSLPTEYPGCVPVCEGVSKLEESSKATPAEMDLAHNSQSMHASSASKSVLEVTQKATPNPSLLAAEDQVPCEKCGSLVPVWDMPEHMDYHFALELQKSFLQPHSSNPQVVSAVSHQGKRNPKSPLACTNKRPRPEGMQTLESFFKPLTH
#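 Fluorescent replication assay: 50 nM final substrate added after a 15 min room-temperature compound preincubation with 10 nM enzyme. Signal taken at 0 min and again at 10 min.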
# RGS4 inh = inhibitors of human regulator of G protein signaling 4; Transcreener GDP fluorescence polarization, RGS4-accelerated GTP hydrolysis; hit rate 0.039% among 390,000; Potency, µM (doses to about 114 µM), without a hit: at the highest dose activity change, negative = inhibition, hits mostly inhibitors; AID 504845; P49798; further: potency means the concentration at half of the fitted maximal effect; on the % scale 0 is the no-effect control and ±100 the full control effect; nearly all actives have a fitted effect of over 75% in size; some results filed as inactive show a strong effect at the top dose
# Target sequence (P49798 whole entry, looked up): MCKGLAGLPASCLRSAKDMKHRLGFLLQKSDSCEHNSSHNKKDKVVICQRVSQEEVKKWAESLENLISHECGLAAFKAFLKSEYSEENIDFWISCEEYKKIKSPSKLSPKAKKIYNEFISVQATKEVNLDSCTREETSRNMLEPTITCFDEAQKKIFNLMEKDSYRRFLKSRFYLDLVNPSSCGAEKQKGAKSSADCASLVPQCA
#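 MLSMR compounds (23 nl, pin-transferred) preincubated 10 min at room temperature with a 500nM (2x) first reagent, then RGS4 at 900nM (2x) plus Transcreener GDP mix added; fluorescence polarization (620/688 nm) read before and after 90 min at 30 °C.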
# Pol kappa inh = DNA polymerase kappa (human) inhibition. Q9UBT6. purified Pol kappa, fluorescent DNA synthesis assay, 10 min. Potency, µM (highest dose often 107 µM), for the others: at the top dose activity, negative = inhibition, most hits filed as inhibitors. hit rate 0.53% among 400,000. AID 588579; further: potency means the concentration at half of the fitted maximal effect; on the % scale 0 is the no-effect control and ±100 the full control effect
#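 Pol kappa 10 nM + cpd, 15 min RT; start w/ substrate 50 nM final; fluorescence kinetic read, 0 and 10 min. Neg ctrl: buffer, no enzyme.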
# Apoferritin bind = candidate novel general anesthetic via apoferritin binding. apoferritin/1-aminoanthracene competitive binding, fluorescence. Potency, µM (highest dose often 77.5 µM), for inactives: top-dose activity change, negative = displacement, hits mostly inhibitors. hit rate 0.074% among 350,000; further: potency means the concentration at half of the fitted maximal effect; on the % scale 0 is the no-effect control and ±100 the full control effect; nearly all actives have a fitted effect of over 20% in size
# Target sequence (P02791 2-175 limits assumed): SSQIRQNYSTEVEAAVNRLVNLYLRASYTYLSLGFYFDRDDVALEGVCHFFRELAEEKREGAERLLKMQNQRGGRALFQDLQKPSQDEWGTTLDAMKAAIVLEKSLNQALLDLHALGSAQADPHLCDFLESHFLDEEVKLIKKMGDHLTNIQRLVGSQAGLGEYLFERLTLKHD
#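 Read-out: endpoint 1-AMA fluorescence, excitation 380 nm and emission 535 nm, after compounds sit 10 min at room temperature with 10 uM horse-spleen apoferritin in 50% saturated 1-AMA/PBS. Values come from four-parameter Hill fits.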
# 12-LOX inh = inhibitors of human 12S-lipoxygenase ALOX12 | purified 12hLO, xylenol orange hydroperoxide absorbance | Potency, µM (highest dose often 108 µM), for the others: at the top dose activity change, negative = inhibition, hits mostly inhibitors | hit rate 1.1% among 580,000; further: potency means the concentration at half of the fitted maximal effect; on the % scale 0 is the no-effect control and ±100 the full control effect
#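 Purified human 12hLO at 150 nM in 25 mM Hepes, 0.01% Triton X-100, pH 7.0, preincubated 15 min at room temperature with compound. Reaction started with 40 uM arachidonic acid, 30 min at room temperature. Hydroperoxide measured by Fe-xylenol orange, 573/405 nm absorbance ratio.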
# LDHA inh = LDHA (human) enzyme inhibition. hit rate 0.15% among 480,000. activity change, % (values are at about 110 or 230 µM). P00338. AID 1347041. purified LDHA, NADH/diaphorase-resazurin fluorescence; active compounds read low; in the data active means activity change below about -30%; inconclusive means mostly about -25% to -30%;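 further: plate controls were DMSO wells for no effect and wells without enzyme for full effect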
#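 Enzyme activity of human lactate dehydrogenase 5 (2 nM; 0.06 mM NADH, 0.2 mM pyruvate, 5 min, RT) is measured via a resazurin/diaphorase fluorescence readout of residual NADH.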
# Pol beta inh = blocks human DNA polymerase beta activity. P06746. Pol beta primer extension/strand displacement, fluorescence kinetic. Potency, µM (highest dose often 114 µM), for inactives: at the top dose activity change, negative = inhibition, usual class: inhibitors. hit rate 1.3% among 340,000. AID 485314; further: potency means the concentration at half of the fitted maximal effect; on the % scale 0 is the no-effect control and ±100 the full control effect
#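 Preincubation: enzyme (10 nM) with compound, 15 min, RT. Reaction: substrate added to 50 nM final. Reads: 0 and 10 min. Analysis: normalized, Hill fit.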
# APE1 inh = APE1 (human) endonuclease inhibition. recombinant APE1, TAMRA/BHQ-2 abasic DNA cleavage fluorescence. Potency, µM (titrated, usually from 65.8 µM), for the others: at the highest dose activity change, negative = inhibition, actives largely listed as inhibitors. hit rate 0.35% among 350,000. AID 2517;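 further: potency means the concentration at half of the fitted maximal effect; plate controls were vehicle for no effect and reference inhibitor for full effect; nearly all actives have a fitted effect of over 55% in size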
#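 Quantitative HTS: incision of a TAMRA/BHQ-2 double-stranded substrate bearing a tetrahydrofuran abasic site by 0.75 nM APE1 raises fluorescence. Substrate 50 nM final, added after 15 min compound preincubation at room temperature; progress as third-minus-first kinetic read difference.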
# ERG Ets-DNA blk = ERG Ets/DNA interaction inhibition; P11308; fluorescence polarization, His-ERG Ets domain / labelled DNA; Potency, µM (titrated, usually from 76.9 µM), inactives show at the top dose FP activity, negative = inhibition, usual class: inhibitors; hit rate 0.028% among 370,000; AID 624246; active means well fitted inhibition curve with a large enough effect in the polarisation, with a control signal flat; inconclusive means small, poorly fitted or top-dose-only effect, or effect the other way, or a change in a side signal; inactive means no such curve, though single readings can be large or run the other way; the % refers to the polarisation;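 further: polarization taken with two DNA probes labelled with fluorescein and Texas red; potency means the concentration at half of the fitted maximal effect; % of control where 0% means no effect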
#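 His-tagged ERG Ets domain (1 uM in the protein solution; 300mM KCl, 50mM Tris-HCl, 1mM EDTA, 1mM DTT, pH 7.5) received compound, then a probe mix of 5 nM fluorescein-DNA and 100nM Texas-615-DNA. Fluorescence polarization was read for both dyes.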
# The depositor's hits bear a star; ? = inconclusive; . = no result given; & = joins results of further samples; [ ] = another dose, or the depositor's remark. Unless noted, the call rests on the fitted dose curve; in most records, active means well fitted curve in the direction sought with a large enough effect; inconclusive means small, poorly fitted or top-dose-only effect, or another doubt; inactive means no such curve, though single readings can be large; an effect the other way counts as inactive or inconclusive. Only part of the results is shown, so the mix of outcomes need not match the whole.
1) CNC(=O)C(C)Sc1ccc(S(=O)(=O)N2CCOCC2)cn1 (centres undefined)
2) Cc1cc2c(cc1S(=O)(=O)CCC(=O)NCc1ccccc1)OCC(=O)N2
3) O=C(NCc1ccco1)c1cc(-c2cccc(Cl)c2)on1
4) Cc1ccc(C(=O)NC(=S)NCc2ccccc2)cc1Br
5) O=C(Nc1nnc(CCN2CCCCC2)s1)C1CCCCC1
6) COc1ccc(C(=O)NC(=S)Nc2ccc(CN3CCCCC3)cc2)cc1Cl
7) Cc1c(N)cccc1-n1cccc1
8) Cc1ccc(C(=O)Cc2ccccc2)cc1
compound no. | 1 | 2 | 3 | 4 | 5 | 6 | 7 | 8
Pol eta inh | -10% | -6%&-14% | 0% | -5% | -11% | ? | -10% | -13%
RGS4 inh | -14% | -19%&12% | 16% | -37% | -21% | -27% | -4% | -8%
Pol kappa inh | -11% | -1%&-3% | -3% | 4% | ? | 0% | -4% | 4%
Apoferritin bind | . | -9%&48% | ? | . | 1% | -21% | -21% | .
12-LOX inh | ? | 18%&-12% | -25% | ? | ? | ? | 2% | -9%
LDHA inh | -1 | 0&-8 | -11 | 0 | 0 | -5 | -2 | 1
Pol beta inh | . | 3%&-10% | -16% | . | -21% | -14% | 21% | .
APE1 inh | 48%[activator] | 31% | -1% | . | 0% | 0% | 1% | .
ERG Ets-DNA blk | -15% | 9%&4% | 8% | -1% | -10% | 13% | 3% | 3%

9) O=S(=O)(/N=C(/Nc1ccccc1)c1ccccc1O)c1ccccc1
10) CCOc1ccc(CNC(=O)C2CCN(C(=O)c3ccc(-n4ccc5ccccc54)s3)CC2)cc1
11) CC(NC(=O)CNC(=O)OCc1ccccc1)C(=O)N1CC(O)CC1C(=O)OCc1ccccc1 (centres undefined)
12) CCN(C[C@H]1N[C@@](CC)(C(=O)OC)[C@H]2C(=O)N(C)C(=O)[C@@H]12)C(=O)Nc1ccc(Cl)cc1
13) CC(C)(C)C1=C(C#N)C(c2cc3c(cc2Br)OCO3)C(C#N)=C(N)O1 (centres undefined)
14) COc1ccccc1NS(=O)(=O)c1ccc(/C=C/C(=O)N2CCN(C(C)=O)CC2)cc1
15) CCOC(=O)N(C)c1ccc(C(O)(C(F)(F)F)C(F)(F)F)cc1
16) CS(=O)(=O)NCCSc1cc(C(F)(F)F)nc2ccccc12
compound no. | 9 | 10 | 11 | 12 | 13 | 14 | 15 | 16
Pol eta inh | 12% | -4% | -13% | -11% | -15% | -3% | -24% | -4%
RGS4 inh | 0% | ? | -3% | -16% | -21% | -3% | -2% | 11%
Pol kappa inh | -19% | -18% | -7% | 12% | 1% | -7% | -20% | 0%
Apoferritin bind | -5% | 144%[activator] | -4% | . | -12% | . | ? | 4%
12-LOX inh | ? | -3% | -2% | ? | 9% | -19% | 0% | 103%[activator]
LDHA inh | -5 | -13 | -10 | 2 | 0 | -1 | 1 | -15
Pol beta inh | 29% | 0% | 6% | . | 3% | . | -20% | 1%
APE1 inh | 15% | . | 9% | 41% | 6% | 19% | 1% | 0%
ERG Ets-DNA blk | -8% | 3% | -11% | 0% | -4% | 1% | 1% | -3%

17) CC(=O)N1CCc2c(sc3c2c(=O)n(-c2cc(Cl)ccc2C)c(=O)n3C)C1
18) Cc1ccc2c(c1)c1c3n2CCN(C(=O)C2CC2)C3CCC1 (centres undefined)
19) COc1cccc(Cn2ccn(-c3ccc(F)cc3)c(=O)c2=O)c1
20) COc1ccc(N2CCN(CC(O)COCCOc3ccc(Br)cc3)CC2)cc1 (centres undefined)
21) CCc1noc(C)c1C(=O)OCC(=O)N(CC)c1c(N)n(Cc2ccccc2)c(=O)[nH]c1=O
22) Cc1nn(C(C)C(=O)NCc2ccc(OC(C)C)cc2)c(=O)c2c1sc1ccccc12 (centres undefined)
23) COc1cccc(C(=O)Nn2c(-c3cccs3)nc3ccccc3c2=O)c1OC
24) CC[N+](CC)(CC)CCC(O)(c1ccccc1)C1CCCCC1 (centres undefined)
compound no. | 17 | 18 | 19 | 20 | 21 | 22 | 23 | 24
Pol eta inh | -6% | -14% | 1% | -8% | -22% | -10% | -6% | -5%
RGS4 inh | 21% | 15% | 11% | 4% | -23% | 23% | -24% | 19%
Pol kappa inh | -8% | -9% | 2% | -6% | -5% | -20% | 7% | -19%
Apoferritin bind | 49%[activator] | 52%[activator] | -9% | -4% | . | 144%[activator] | 1% | .
12-LOX inh | -14% | ? | -18% | ? | -21% | -9% | -1% | 23%
LDHA inh | 4 | 4 | -2 | 7 | -4 | 3 | 2 | -5
Pol beta inh | 7% | 25% | 10% | -2% | . | 3% | 2% | .
APE1 inh | . | -1% | . | 0% | 36% | . | -1% | 13%
ERG Ets-DNA blk | 5% | 3% | 1% | 7% | -2% | -6% | 2% | 10%

25) COc1ccc(CN(Cc2ccco2)S(=O)(=O)c2ccc(S(=O)(=O)N3CCCC3)cc2)cc1
26) Cc1cccc(-c2c3c(=O)n(C)c(=O)n(C)c3cn2C(C)C)c1
27) O=C(c1ccc(-c2ccccc2)cc1)c1ccccc1C(=O)N1CCOCC1
28) COC(=O)c1c(NC(=O)/C(C#N)=C/c2ccccc2)sc2c1CCC2
29) COCCNC(=O)c1sc2nc(-c3ccccc3)cn2c1C
30) O=C(NCC1CC1)C1(S(=O)(=O)c2ccccc2)CC=CC1
31) COc1cccc(CN2CCC(C(=O)Nc3ccc(Oc4cccnc4)cc3)CC2)c1
32) CCOc1ccc(S(=O)(=O)n2c([N+](=O)[O-])cnc2C)c(C)c1C
compound no. | 25 | 26 | 27 | 28 | 29 | 30 | 31 | 32
Pol eta inh | 3% | -1% | -15% | -4% | -2% | -2% | -5% | -17%
RGS4 inh | -16% | -1% | -26% | 1% | 11% | -5% | 16% | 15%
Pol kappa inh | 2% | -17% | -6% | -20% | -7% | -1% | -11% | 7%
Apoferritin bind | -9% | -4% | ? | 2% | -12% | -1% | ? | -2%
12-LOX inh | 0% | ? | 0% | -23% | -16% | 2% | -1% | ?
LDHA inh | -3 | -3 | 0 | -6 | -2 | -3 | 1 | 3
Pol beta inh | 4% | ? | -18% | 25% | 38% | 11% | -28% | -1%
APE1 inh | 4% | -4% | 2% | . | 8% | 51%[activator] | 30% | 10%
ERG Ets-DNA blk | 0% | 6% | -7% | -3% | 11% | 12% | 1% | -8%

33) Cc1ccc(NC(=O)c2ccc3c(=O)n4c(nc3c2)CCC4)cc1F
34) CC1=C[C@@H](C)[C@@H](c2ccccc2)OC1=O
35) COC(=O)CCNC(=O)c1ccc2[nH]c(C)c(C)c2c1
36) Cc1cc(OCCN2CCCC2)ccc1[N+](=O)[O-]
37) COc1cccc(NC(=S)NC(=O)c2c(Cl)c(C)nn2C)c1
38) CCOC(=O)C1CCN(C(=O)CC(C)S(=O)(=O)c2ccc3c(c2)NC(=O)CO3)CC1 (centres undefined)
39) CCc1ccc(NC(=O)c2cc3c(=O)n(Cc4cccs4)ccc3nc2C)cc1
40) Cc1cccc(C)c1NC(=O)CSc1nnc(-c2ccoc2C)n1C
compound no. | 33 | 34 | 35 | 36 | 37 | 38 | 39 | 40
Pol eta inh | 4% | -2% | -9% | -11% | -11% | -7% | -23% | -10%
RGS4 inh | -11% | -1%&28% | 7% | -27% | -42% | 21%[11.4 µM] | -38% | -28%
Pol kappa inh | 1% | -15%&-5% | 6% | 3% | -10% | -1% | 21% | 7%
Apoferritin bind | . | -1% | -6% | -5% | -2% | -5% | 25% | -10%
12-LOX inh | 73%[activator] | -18% | 9% | ? | 8% | 4% | -1% | 28%
LDHA inh | -10 | -12 | 0 | -12 | -9 | -5 | 4 | 0
Pol beta inh | . | . | 12% | 36% | 4% | 2% | -1% | -3%
APE1 inh | -18% | 0% | -7% | 2% | 1% | 12% | . | -6%
ERG Ets-DNA blk | -10% | 1% | -1% | -5% | . | 3% | 1% | 1%

41) Cc1ccc(NC(=O)c2ccc(F)c(S(=O)(=O)N3CCOCC3)c2)cc1F
42) CCCCOc1ccc(C(=O)N2CC(C)OC(C)C2)cc1 (centres undefined)
43) COc1cc(C=Nc2cccc([N+](=O)[O-])c2C)ccc1OC(C)=O
44) CC(C)(C)SCCNC(=O)/C=C/c1ccc([N+](=O)[O-])cc1
45) O=C(Cc1ccc([N+](=O)[O-])cc1)N1CCCCCC1
46) Cc1cc(F)ccc1NCc1cccnc1
compound no. | 41 | 42 | 43 | 44 | 45 | 46
Pol eta inh | -8% | -5% | -8% | -25% | -3% | -5%
RGS4 inh | 33% | 19% | 16% | -40% | 15% | ?
Pol kappa inh | -28% | -22% | -14% | 0% | -3% | -5%
Apoferritin bind | ? | -20% | -12% | -13% | ? | ?
12-LOX inh | -25% | -9% | 5% | -9% | -9% | -24%
LDHA inh | -1 | 0 | -8 | -6 | -2 | 3
Pol beta inh | 32% | -1% | 10% | 2% | 6% | 15%
APE1 inh | 8% | 4% | 2% | 11% | 14% | -4%
ERG Ets-DNA blk | -1% | -7% | 2% | -1% | -1% | 4%

# A few values from the results shown.
# Under Apoferritin bind, CC(=O)N1CCc2c(sc3c2c(=O)n(-c2cc(Cl)ccc2C)c(=O)n3C)C1 is listed with 49%[activator]
# Under RGS4 inh, CCc1ccc(NC(=O)c2cc3c(=O)n(Cc4cccs4)ccc3nc2C)cc1 is listed with -38%
# Under LDHA inh, CNC(=O)C(C)Sc1ccc(S(=O)(=O)N2CCOCC2)cn1 (centres undefined) is listed with -1
